# Efflux pump inh: blocks antifungal efflux pumps in multiplex yeast assay; S. cerevisiae Candida pump triplex, Nile Red efflux; inhibition, % at 10 µM; hit rate 0.44% among 330,000;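 active = plate passing quality check with inhibition over a set limit, or well fluorescence over plate mean plus 4 SD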;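 note: Nile Red retained in pooled yeast measured as flow cytometry median fluorescence; 0% = buffer negative control and 100% = Enniatin B positive control; higher means more Nile Red kept so more efflux inhibition; some compounds called inactive have numbers as strong as hits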
# HCV core dimer: blocks dimerization of HCV core protein; inhibition, % at 5 µM; TR-FRET GST/Flag-core106 dimerization, 1536-well; hit rate 0.33% among 300,000; AID 1899;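 active = inhibition above the mean of all tested compounds plus 3 SD, set per screening campaign, cut at about 45% in these data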
#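 System – GST-tagged and Flag-tagged HCV core protein residues 1-106 · Repeats – one well for each compound · Technique – TR-FRET 671 and 617 nm emission · Doses – one concentration, 5 µM, in 0.5% DMSO · Times – 4 h, 22.5 °C incubation · Also added – Eu donor and XL665 acceptor anti-tag antibodies · Measure – percent inhibition of core106 dimerization signal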
# LYPLA2 inh: LYPLA2 (human) inhibition in PME1 counter-screen. O95372. recombinant LYPLA2, FP-Rh probe fluorescence polarization. inhibition, % at 5.9 µM. hit rate 0.38% among 320,000. AID 2177;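 active = inhibition above the screen-wide mean plus 3 SD, limit set per campaign, cut at about 26% in these data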;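 note: 0% = LYPLA2 with DMSO and 100% = wells lacking LYPLA2 enzyme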
# Target sequence (O95372 whole entry, looked up): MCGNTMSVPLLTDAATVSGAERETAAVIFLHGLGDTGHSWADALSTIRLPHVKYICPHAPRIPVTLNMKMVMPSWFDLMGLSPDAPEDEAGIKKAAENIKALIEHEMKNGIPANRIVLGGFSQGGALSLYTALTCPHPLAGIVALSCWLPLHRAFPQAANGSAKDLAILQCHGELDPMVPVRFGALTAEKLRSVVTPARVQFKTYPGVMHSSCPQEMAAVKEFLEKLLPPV
# PREPL inh: human PREPL enzyme inhibition; Q4J6C6; recombinant PREPL, fluorescence polarization activity-based probe; inhibition, % at 5.96 µM; hit rate 0.68% among 320,000; AID 2751; in the data active = inhibition above about 43%;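 note: 0% = enzyme with DMSO and 100% = wells lacking enzyme; many of its hits are not listed in these tables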
# PP1 counter: PP1-alpha (human) inhibition in PP5 counter-screen; AID 2235; P62136; hit rate 0.9% among 320,000; purified PP1alpha, OMFP fluorescence; inhibition, % at 6.7 µM;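 active = inhibition above the mean inhibition of all tested compounds plus 3 SD, computed separately for each screening campaign, cut at about 15% in these data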
# Target sequence (P62136 whole entry, looked up): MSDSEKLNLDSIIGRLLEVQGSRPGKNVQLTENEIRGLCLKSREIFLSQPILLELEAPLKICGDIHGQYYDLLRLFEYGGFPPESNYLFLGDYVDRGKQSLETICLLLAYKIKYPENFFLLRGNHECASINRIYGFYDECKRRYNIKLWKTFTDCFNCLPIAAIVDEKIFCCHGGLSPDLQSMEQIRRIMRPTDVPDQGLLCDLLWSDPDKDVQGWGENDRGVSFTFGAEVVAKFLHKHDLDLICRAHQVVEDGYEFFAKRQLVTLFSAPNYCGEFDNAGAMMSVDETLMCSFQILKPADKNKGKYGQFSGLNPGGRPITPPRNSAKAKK
# PP5 primary: inhibitors of human protein phosphatase 5 (PP5); P53041; purified PP5c, OMFP substrate fluorescence; inhibition, % at 6.7 µM; hit rate 0.18% among 320,000; AID 1987;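 active = inhibition above the campaign's mean inhibition across all tested compounds plus 3 SD, cut at about 9.5% in these data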;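 note: 0% = DMSO only and 100% = 100 µM cantharidin control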
# JMJD2C inh: human JMJD2C demethylase inhibition; Q9H3R0; GST-JMJD2C(1-420) H3K9me3 demethylation, DELFIA europium; inhibition, % at 2.35 µM; hit rate 0.069% among 330,000; AID 2099;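 active = more than half of a compound's replicate wells show inhibition beyond 50%, single wells judged on their own value; inconclusive = some, but no more than half, of replicates pass 50% inhibition; inactive = no replicate passes 50% inhibition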;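 note: signal counts dimethyl H3K9 product captured on neutravidin plate; 0% = median of DMSO wells and 100% = 0.3 times that DMSO median; strong numbers were not always called active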
# Target sequence (Q9H3R0 1-420 limits assumed): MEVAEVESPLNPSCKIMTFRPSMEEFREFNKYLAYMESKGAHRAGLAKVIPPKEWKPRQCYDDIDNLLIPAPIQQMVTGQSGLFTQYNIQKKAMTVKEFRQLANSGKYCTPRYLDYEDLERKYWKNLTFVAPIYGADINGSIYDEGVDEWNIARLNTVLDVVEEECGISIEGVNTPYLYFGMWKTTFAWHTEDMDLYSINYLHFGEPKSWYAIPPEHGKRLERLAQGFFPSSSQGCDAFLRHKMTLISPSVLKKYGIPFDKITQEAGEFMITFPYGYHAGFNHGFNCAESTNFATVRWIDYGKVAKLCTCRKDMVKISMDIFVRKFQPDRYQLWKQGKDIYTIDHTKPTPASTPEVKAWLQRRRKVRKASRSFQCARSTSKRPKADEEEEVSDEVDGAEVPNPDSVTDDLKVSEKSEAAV
# CTSL1 counter: blocks F. hepatica cathepsin L1 in PFM18AAP counter-screen. recombinant F. hepatica cathepsin L1, Z-Leu-Arg-MCA fluorescence. inhibition, % at 5.96 µM. hit rate 0.49% among 300,000. AID 1906;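 active = inhibition above the mean of all tested compounds plus 3 SD, set per screening campaign, cut at about 17% in these data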;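 note: 0% = plate median of test compound wells and 100% = 1 µM Z-Phe-Ala-diazomethylketone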
# TPT1 inh: blocks Candida albicans tRNA 2'-phosphotransferase | recombinant caTPT1, FP RNA substrate dephosphorylation | inhibition, % at 5 µM | AID 1962 | hit rate 0.81% among 300,000;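 active = inhibition above the mean of all tested compounds plus 3 SD, set per screening campaign, cut at about 24% in these data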;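 note: plate controls were DMSO alone for no effect and ferristatin control at 100 nM for full effect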
# An asterisk follows results filed as active; i = inactive; ? = inconclusive; . = no result given. An excerpt; the hit share may differ from the screen's.
1) CCn1c2ccccc2c2cc(NC(=O)CSc3nnc(-c4ccccc4OC)n3N)ccc21
2) CCN(Cc1ccccc1)C(=O)CN1C(=O)NC2(CC(C)CC(C)(C)C2)C1=O (stereo not given)
3) CCCCNC(=O)c1ccc(NS(=O)(=O)c2ccc3[nH]c(=O)[nH]c3c2)cc1
4) CCCOc1ccc(C(=O)Nc2cc(-c3nn4c(C)nnc4s3)ccc2C)cc1
5) CCCCCCCn1ccc(=N)cc1
6) CCSc1ncc(C#N)c(=O)[nH]1
7) c1ccc(-c2nc(NCc3ccco3)c3ccccc3n2)cc1
8) CCc1ccccc1NC(=O)c1ccccc1N1C(=O)C2C3C=CC(C3)C2C1=O (stereo not given)
compound no.	1	2	3	4	5	6	7	8
Efflux pump inh	-0.1	0.1	0.0	0.5	-0.1	0.0	-0.1	0.6
HCV core dimer	7	5	-7	8	2	-5	13	-4
LYPLA2 inh	-8	4	9	0	-1	-9	-13	-2
PREPL inh	21	-7	5	-7	0	-1	-8	11
PP1 counter	0	-5	-1	1	-2	-2	1	-12
PP5 primary	1.6	1.1	2.6	3.7	-0.8	-0.1	4.5	1.5
JMJD2C inh	10	46	-1	7	6	0	-35	4
CTSL1 counter	3	1	-2	0	3	3	3	-2
TPT1 inh	2	-3	0	2	0	-3	0	-1

9) O=C(CSc1nnc(Cc2ccccc2)o1)c1ccccc1
10) Cc1ccc2sc(NC(=O)c3ccc(N4C(=O)CCC4=O)cc3)nc2c1C
11) COc1ccc(-c2nc(SC)n(S(=O)(=O)c3ccccc3)n2)cc1
12) CCC(=O)NC(=S)Nc1cccc(C(C)=O)c1
13) COc1ccccc1N1CCN(S(=O)(=O)c2c(C(=O)N3CCOCC3)c(C)n(C)c2C)CC1
14) CCCNC(=O)NC(=O)COc1ccc2oc3ccccc3c2c1
15) Cc1nn2c(N3CCOCC3)cc(C(C)(C)C)nc2c1-c1ccccc1
16) COc1cccc(NC(=O)c2ccc(NCCCN3CCC(C)CC3)c([N+](=O)[O-])c2)c1
compound no.	9	10	11	12	13	14	15	16
Efflux pump inh	0.0	0.1	0.1	-0.1	0.1	0.0	0.0	0.3
HCV core dimer	2	11	8	-6	-8	5	5	-4
LYPLA2 inh	4	-12	-3	-1	15	0	5	-4
PREPL inh	1	-14	-1	2	8	-7	5	-11
PP1 counter	0	7	0	-6	-3	-3	-2	-2
PP5 primary	-1.4	0.9	1.3	2.7	2.6	2.1	-1.1	-0.3
JMJD2C inh	8	6	-176	5	0	-2	28	-6
CTSL1 counter	-3	-2	3	-2	-2	-3	6	0
TPT1 inh	-3	-1	1	-5	-1	-4	-3	1

17) COc1ccc(CCN2CC(C(=O)NCc3nc4ccccc4n3C)CCC2=O)cc1 (stereo not given)
18) Cc1cc(C)cc(Oc2ccccc2C=O)c1
19) CC(C)COP(=O)(c1ccc(N(C)C)cc1)C(O)c1ccccn1 (stereo not given)
20) CC(C)CCNC(=O)NC(=O)COC(=O)/C=C/c1cccc([N+](=O)[O-])c1
21) CN1CCN(S(=O)(=O)c2ccc(NCc3ccc4c(c3)OCO4)nc2)CC1
22) COC(=O)c1ccc(Oc2c(C)oc3cc(OCc4cnn(-c5ccccc5)c4)ccc3c2=O)cc1
23) Cc1cc(=O)oc2c(C)c(OC(C)C(=O)Nc3ccc(N4CCC(C)CC4)cc3)ccc12 (stereo not given)
24) CCOC(=O)C1CCCN(S(=O)(=O)c2ccc(S(=O)(=O)N(CC)CC)cc2)C1 (stereo not given)
compound no.	17	18	19	20	21	22	23	24
Efflux pump inh	0.1	0.0	0.2	0.1	-0.1	0.0	0.2	-0.1
HCV core dimer	-3	10	7	1	2	4	-7	5
LYPLA2 inh	1	5	-8	30*	9	8	6	5
PREPL inh	8	1	12	4	25	-2	9	6
PP1 counter	-9	-3	-1	1	-9	-1	1	4
PP5 primary	0.8	-0.1	1.8	-1.2	2.1	-1.0	-0.8	1.6
JMJD2C inh	14	-3	-6	14	-3	18	4	i
CTSL1 counter	-3	-4	-1	-2	1	-4	6	6
TPT1 inh	1	-1	6	-2	3	-6	-2	-2

25) CCOC(=O)N1CCN(C(=O)CCNS(=O)(=O)c2ccccc2)CC1
26) COCCN(C(=O)c1cccc(N2C(=O)CCC2=O)c1)c1nc(-c2ccc([N+](=O)[O-])cc2)cs1
27) Cc1cc(C)n2nc(S(=O)(=O)N(C)Cc3ccccc3)nc2n1
28) Cc1nn(-c2ccccc2)c(C)c1C(=O)Nc1nnc(-c2ccco2)o1
29) COc1ccccc1CCc1nnc(CCC(=O)NC(C)Cc2cccs2)o1 (stereo not given)
30) CC(=O)Nc1ccc(S(=O)(=O)NCc2ccc(C)n2C)cc1
31) Cc1c(NC(=S)NC(=O)COc2ccccc2)c(=O)n(-c2ccccc2)n1C
32) COc1ccc(Cl)cc1S(=O)(=O)NC1CC(C)(C)NC(C)(C)C1
compound no.	25	26	27	28	29	30	31	32
Efflux pump inh	0.2	0.0	-0.2	-0.3	-0.1	-0.1	0.2	0.1
HCV core dimer	3	8	-3	-5	0	1	-10	0
LYPLA2 inh	-3	-2	4	5	1	12	-2	0
PREPL inh	2	3	-10	-10	8	7	6	-1
PP1 counter	2	-2	-2	4	-1	-3	-8	-2
PP5 primary	1.7	0.8	-1.1	1.2	-1.1	-2.6	1.2	1.7
JMJD2C inh	0	-4	4	-1	5	-5	14	3
CTSL1 counter	0	2	-2	0	6	1	5	-2
TPT1 inh	1	2	-3	-7	-3	-7	0	-2

33) O=C(N/C(=C/c1ccco1)C(=O)N1CCCC1)c1cccs1
34) COc1ccc(-c2cc3nc(C)n(N)c(=O)c3s2)cc1
35) CC(=O)NC(Cc1ccc(F)c(F)c1)C(=O)NC1CCN(C(=O)c2ccc(C)cc2)CC1 (stereo not given)
36) CC(OC(=O)c1ccc(CN2CCCC2=O)cc1)C(=O)Nc1ccc(Cl)cc1 (stereo not given)
37) OCCNCc1ccc(OC2CCCC2)cc1
38) Cc1cccn2c(CN[C@H]3CCCCNC3=O)c(C(=O)N3CCOCC3)nc12
39) COc1ccc(CN2CCC(CNC(=O)NC3CCCCC3)CC2)cc1
40) Cc1ccnc(OC(C(=O)O)C(OCc2ccccc2)(c2ccc(F)cc2)c2ccc(F)cc2)n1 (stereo not given)
compound no.	33	34	35	36	37	38	39	40
Efflux pump inh	-0.1	0.0	0.0	0.4	0.0	-0.1	-0.2	0.3
HCV core dimer	-8	9	6	.	-1	-5	-4	1
LYPLA2 inh	9	-3	-1	2	4	4	4	3
PREPL inh	6	-14	4	11	6	8	17	13
PP1 counter	0	-3	1	0	-6	-2	-4	0
PP5 primary	0.6	-1.2	-0.6	-1.5	1.4	0.2	-0.4	2.1
JMJD2C inh	9	8	-1	-3	-7	1	11	9
CTSL1 counter	2	1	-9	.	-2	1	-2	0
TPT1 inh	4	-1	4	.	-1	-5	0	-2

41) Cc1ccccc1NC(=O)c1cc(S(=O)(=O)N2CCOCC2)cn1C
42) O=c1c2cn[nH]c2[nH]c(=S)n1-c1ccccc1
43) Cc1nn(Cc2ccc(Cl)cc2)c(=O)n1N(C)c1ncc(C(F)(F)F)cc1Cl
44) CCOc1ccc(C2c3cc(OC)c(OC)cc3CC(=O)N2c2ccc(OC)cc2)cc1 (stereo not given)
45) Cc1ccc(-c2csc3ncnc(N4CCN(C(=O)c5ccco5)CC4)c23)cc1
46) Cc1cccc(C)c1N1C(=O)CC(N2CCSCC2)C1=O (stereo not given)
47) CCN(CC)c1ccc(C(=O)NNC(=O)C2CSC3(C)CCC(=O)N23)cc1 (stereo not given)
48) CCOC(=O)c1c(N=CN(C)C)c2cc([N+](=O)[O-])cnc2n1C
compound no.	41	42	43	44	45	46	47	48
Efflux pump inh	-0.1	0.1	0.1	0.0	0.1	-0.1	0.2	0.1
HCV core dimer	-2	5	-5	3	.	1	.	-5
LYPLA2 inh	-2	-3	4	-1	3	3	-2	-1
PREPL inh	-5	4	3	0	-3	-3	12	-1
PP1 counter	0	-3	6	2	1	-3	-3	0
PP5 primary	-1.5	0.6	5.9	9.7*	-0.7	-1.7	0.9	3.6
JMJD2C inh	7	-1	-115	-2	10	-3	-4	-1
CTSL1 counter	-3	-2	1	3	.	0	.	-1
TPT1 inh	-3	6	-8	2	.	-1	.	-1

49) COc1ccc(Nc2nccc(OC)c2C#N)cc1
50) Cc1ccc(F)cc1NC(=O)Cc1ncc(C(F)(F)F)cc1Cl
51) O=C(O)c1ccc(S(=O)(=O)Cc2ccccc2)cc1
52) COCCCN(C(=S)NC(=O)C(C)(C)C)c1c(N)n(Cc2ccccc2)c(=O)[nH]c1=O
53) CC1=C(C(=O)Nc2ccc(C(=O)N3CCN(c4cccc(Cl)c4)CC3)cc2)SCCO1
54) O=C(Nc1ccc2c(c1)ncn2C1CCCCC1)c1ccco1
55) NC(=O)COc1ccc(Nc2nnc(-c3ccc(O)cc3)c3ccccc23)cc1
56) Cc1ccc(S(=O)(=O)NC2(C(F)(F)F)NC(=O)N(CCc3ccccc3)C2=O)cc1 (stereo not given)
compound no.	49	50	51	52	53	54	55	56
Efflux pump inh	0.0	0.1	0.2	0.1	-0.2	-0.4	-0.1	0.5
HCV core dimer	2	1	-5	0	24	1	-7	-1
LYPLA2 inh	-6	-2	-6	10	2	0	10	0
PREPL inh	6	-7	11	-2	12	1	-1	3
PP1 counter	-4	-1	-4	1	2	4	6	-3
PP5 primary	-0.3	7.2	3.1	0.1	1.1	1.1	-0.8	3.4
JMJD2C inh	?	4	0	1	5	3	-10	2
CTSL1 counter	1	-1	-2	-1	0	2	1	-2
TPT1 inh	1	2	0	-1	-1	0	-4	-7

57) COc1ccc(-c2ccc(C(C)=O)cc2)cc1[C@H]1[C@@H]2C=CCC[C@@]2(C)C(=O)N1Cc1ccccc1
58) Brc1ccc(NCc2nnc3n2CCCCC3)cc1
59) O=C(NCc1ccccc1F)C1CCCN1C(=O)Nc1ccc(Cl)cc1 (stereo not given)
60) CC(C)C(NC(=O)c1cccs1)c1nnc(SCC(=O)Nc2nccs2)n1C (stereo not given)
61) S=C(NCc1cccnc1)Nc1ccc2c(c1)OCO2
compound no.	57	58	59	60	61
Efflux pump inh	0.0	-0.1	0.2	0.0	-0.1
HCV core dimer	22	-3	2	1	3
LYPLA2 inh	0	2	1	1	0
PREPL inh	17	10	2	5	-2
PP1 counter	-1	0	-4	2	-3
PP5 primary	0.4	-1.0	-1.0	2.2	-0.7
JMJD2C inh	-11	4	-15	19	-9
CTSL1 counter	7	-1	-3	-3	1
TPT1 inh	1	-1	-1	1	1

# Compound profiles (already shown).
# `OCCNCc1ccc(OC2CCCC2)cc1` is entered as Efflux pump inh = 0.0; HCV core dimer = -1; LYPLA2 inh = 4; PREPL inh = 6; PP1 counter = -6; PP5 primary = 1.4; JMJD2C inh = -7; CTSL1 counter = -2; TPT1 inh = -1
# `CCCNC(=O)NC(=O)COc1ccc2oc3ccccc3c2c1` is entered as Efflux pump inh = 0.0; HCV core dimer = 5; LYPLA2 inh = 0; PREPL inh = -7; PP1 counter = -3; PP5 primary = 2.1; JMJD2C inh = -2; CTSL1 counter = -3; TPT1 inh = -4

# Compound activity as filed in PubChem BioAssay.
